Compound activity from PubChem BioAssay.
FEN1 inh: qHTS Assay for the Inhibitors of Human Flap endonuclease 1 (FEN1). P39748. Recombinant FEN1 flap cleavage, fluorescence, 15 min. Potency, µM (doses to about 114 µM), inactives show at the highest dose activity change, negative = inhibition, usual class: inhibitors. actives 0.35% (n = 390,000). AID 588795, 2011; also: nearly all actives have a fitted effect of over 65% in size
Target sequence (P39748 whole entry, looked up): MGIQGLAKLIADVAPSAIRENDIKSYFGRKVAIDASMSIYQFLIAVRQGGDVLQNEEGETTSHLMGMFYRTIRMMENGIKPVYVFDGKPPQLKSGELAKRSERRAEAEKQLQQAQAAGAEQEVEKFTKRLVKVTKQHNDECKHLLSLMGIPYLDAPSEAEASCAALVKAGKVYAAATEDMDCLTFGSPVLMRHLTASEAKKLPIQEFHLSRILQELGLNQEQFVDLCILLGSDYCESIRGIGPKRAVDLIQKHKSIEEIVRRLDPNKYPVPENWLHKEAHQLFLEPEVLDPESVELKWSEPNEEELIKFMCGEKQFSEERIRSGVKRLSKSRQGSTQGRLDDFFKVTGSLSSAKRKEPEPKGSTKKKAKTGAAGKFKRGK
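Read-out was taken twice, immediately and after 15 min, following addition of 50 nM substrate to 10 nM FEN1 that had sat with test compound for 15 min at room temperature. Curves came from a four-parameter Hill model.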
N370S GC: qHTS Assay for Inhibitors and Activators of N370S glucocerebrosidase as a Potential Chaperone Treatment of Gaucher Disease; AID 2101, 2009; Potency, µM (doses to about 59.4 µM), for inactives: at the top dose activity change, negative = inhibition, actives largely listed as inhibitors; N370S GC spleen homogenate, 4MU-glucoside fluorescence; Lysosomal acid glucosylceramidase (Homo sapiens), P04062; actives 0.092% (n = 330,000);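 also: 0% = full enzyme activity and -100% = no enzyme basal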
TDP1 inh: qHTS Assay for Inhibitors of Tyrosyl-DNA Phosphodiesterase (TDP1); Tyrosyl-DNA phosphodiesterase 1 (Homo sapiens), Q9NUW8; recombinant TDP1, AlphaScreen DNA substrate cleavage; Potency, µM (doses to about 130 µM), inactives show top-dose activity change, negative = inhibition, most hits filed as inhibitors; actives 0.28% (n = 350,000); also: nearly all actives have a fitted effect of over 40% in size
Target sequence (Q9NUW8 whole entry, looked up): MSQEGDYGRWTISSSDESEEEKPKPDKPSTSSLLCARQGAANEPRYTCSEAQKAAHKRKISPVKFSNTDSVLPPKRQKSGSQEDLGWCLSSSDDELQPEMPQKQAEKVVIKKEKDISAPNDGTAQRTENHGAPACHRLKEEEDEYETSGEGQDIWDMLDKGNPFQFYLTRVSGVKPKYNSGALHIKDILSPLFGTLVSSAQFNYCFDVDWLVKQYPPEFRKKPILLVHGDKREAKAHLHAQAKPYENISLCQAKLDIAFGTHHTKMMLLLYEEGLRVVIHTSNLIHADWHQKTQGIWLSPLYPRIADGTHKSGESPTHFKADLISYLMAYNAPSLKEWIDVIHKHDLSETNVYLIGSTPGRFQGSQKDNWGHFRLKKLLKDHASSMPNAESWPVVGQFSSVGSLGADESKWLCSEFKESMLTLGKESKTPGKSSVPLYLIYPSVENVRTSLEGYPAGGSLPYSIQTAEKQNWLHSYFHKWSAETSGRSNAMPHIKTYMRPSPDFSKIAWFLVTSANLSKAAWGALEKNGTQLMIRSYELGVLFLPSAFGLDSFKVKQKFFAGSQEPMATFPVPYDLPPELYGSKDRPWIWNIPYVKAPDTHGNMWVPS
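Signal: AlphaScreen proximity between streptavidin donor and anti-FITC acceptor beads on intact substrate. Reaction: Tdp1 1 nM, substrate 15 nM final, 5 min RT after 15 min compound preincubation.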
The depositor's hits bear a star; ? = inconclusive; / = no result given; [ ] = dose if it differs, or a comment. Calls follow the shape of the dose curve; as a rule, active = well fitted curve in the direction sought with a large enough effect; inconclusive = small, poorly fitted or top-dose-only effect, or another doubt; inactive = no such curve, though single readings can be large; an effect the other way counts as inactive or inconclusive. Unless noted, % is scaled to controls: 0 for no effect and ±100 for the full control effect; potency is read from the fitted curve at half-maximal effect. The order is random. About 0.53% of those tested had a hit in this group.

FEN1 inh	N370S GC	TDP1 inh	structure
-8%	-10%	5%	O=C(NCc1ccccc1)N[C@@H](Cc1c[nH]c2ccccc12)C(=O)O
0%	9%	2%	Cc1nnc(NC(=O)/C=C/c2ccco2)s1
14%	-6%	3%	CCN(C(=O)CN1C(=O)NC(c2ccccc2)(c2ccccc2)C1=O)c1ccccc1
0%	5%	/	Cc1ccc(S(=O)(=O)CC(=O)Nc2cccc(C)n2)cc1
-1%	-9%	0%	CC1=C(C(=O)OC(C)C)C(c2cccnc2)n2ncnc2N1 (stereo unspecified)
-2%	7%	7%	O=C(CCCN1C(=O)S/C(=C\c2ccccc2)C1=O)NNC(=O)c1ccccc1O
15%	3%	4%	O=C(CCCc1ccccc1)NC1CCSC1=O (stereo unspecified)
2%	2%	3%	Nc1cc(=O)nc(SCC(=O)Nc2ccccc2)n1-c1ccccc1
5%	0%	8%	Cc1c(C(=O)NCCN2C(=O)S/C(=C\c3cccs3)C2=O)cccc1[N+](=O)[O-]
19%	/	-5%	COc1ccc(N(C)S(=O)(=O)c2ccc3c(c2)n(C)c(=O)c(=O)n3C)cc1
7%	0%	0%	COc1ccc(OC)c(NC(=O)c2ccc(NS(=O)(=O)c3c(C)noc3C)cc2)c1
0%	-2%	/	CCN(C(=O)CSc1nnc(-c2cccs2)n1CC)C1CCS(=O)(=O)C1 (stereo unspecified)
-10%	1%	7%	CCC1(C)CC(c2csc(N)n2)CCO1 (stereo unspecified)
0%	3%	-7%	O=C(C1CCCN(Cc2cccc(F)c2)C1)N1CCCCC1 (stereo unspecified)
2%	8%	3%	COCc1c(C(=O)OCc2c(C)noc2C)oc2ccccc12
-11%	/	2%	CC1CCC(NC(=O)c2ccc3c(c2)N(Cc2cccc(Cl)c2)C(=O)c2ccccc2S3=O)CC1 (stereo unspecified)
?	9%	4%	O=C(NCc1ccccc1)c1sc(=S)n2c1[nH]c(=O)c1ccccc12
0%	-2%	79µM*	Cc1ccccc1OCCN1CCCC1
1%	-15%	5%	COc1ccc(C(=O)Oc2cccc(Nc3ncnc4ccccc34)c2)cc1OC
-11%	-1%	5%	CSc1cccc(NC(=O)c2ccccc2N(C)S(C)(=O)=O)c1

Nothing new here: 2 of the compounds above.
FEN1 inh	N370S GC	TDP1 inh	structure
1%	-15%	5%	COc1ccc(C(=O)Oc2cccc(Nc3ncnc4ccccc34)c2)cc1OC
-11%	-1%	5%	CSc1cccc(NC(=O)c2ccccc2N(C)S(C)(=O)=O)c1

Additional entries.
FEN1 inh	N370S GC	TDP1 inh	structure
-2%	15%	/	C#Cc1ccc([C@@H]2C=C(C(=O)O)O[C@H](OCCCCO)C2)cc1
5%	-8%	6%	Cc1ccc(C(=O)OC/C(O)=C(\C#N)c2nc3ccccc3[nH]2)cc1S(=O)(=O)N1CCOCC1
-12%	24%	5%	CCOC(=O)c1sc(C)c2c1NC1(CCCCC1)NC2=O
-1%	-2%	0%	CCN1CCCC1CNC(=O)CN1C(=O)COc2ccc(C)cc21 (stereo unspecified)
-2%	3%	-3%	c1ccc(COc2cccc(CNCc3ccccn3)c2)cc1
-2%	/	5%	O=S(=O)(c1cccc(C(F)(F)F)c1)N1CCC(Oc2ccc(-n3cnnn3)cc2)CC1
14%	/	11%	Cc1cccc(N2CCN(C(=O)Cn3nc(C)c4sc5ccccc5c4c3=O)CC2)c1C
5%	-2%	3%	COCCNC(=O)Cn1cc(C(=O)c2ccco2)c2ccccc21
-2%	/	6%	Cc1ccc(NC(=O)Cn2c(=O)n(-c3ccc(C)cc3)c(=O)c3c2cnn3C)cc1
-3%	3%	8%	COc1ccc(-n2nc(C(=O)Nc3nc4ccc(OC)cc4s3)c3ccccc3c2=O)cc1
0%	/	4%	Cc1ccc(Cl)cc1N(C)C(=O)c1cc2ccc3cccnc3c2[nH]1
10%	/	1%	COc1ccc(S(=O)(=O)Nc2cccc3c2O[C@H](CN(C)S(=O)(=O)c2ccc(OC)cc2)[C@@H](C)CN([C@H](C)CO)C3=O)cc1
-7%	-10%	0%	CC(=O)c1ccc(NC(=O)COc2ccc3c(c2)OCO3)cc1
-3%	24%	6%	COc1ccccc1Sc1nc(-c2ccccn2)ncc1OC
2%	4%	8%	Cc1cc(C(=O)O)c(CSc2ncn[nH]2)o1
-3%	-12%	3%	Cc1nc(CCNC(=O)COc2ccccc2)cs1
14%	24%	0%	CSc1ccccc1NC(=O)CN(c1cccc(C)c1)S(C)(=O)=O
-3%	3%	3%	CSc1ccc(C2CC(=O)Nc3c2c(=O)n(C)c(=O)n3C)cc1 (stereo unspecified)
3%	-2%	-1%	Cc1ncsc1CCC(=O)N1CCCC(C(=O)c2cccc(Cl)c2)C1 (stereo unspecified)
-13%	8%	/	COc1ccc(CC(=O)Nc2ccc(NC(=O)c3ccccc3F)cc2)cc1

Retrieved by compound from the list above (2):
FEN1 inh	N370S GC	TDP1 inh	structure
-3%	3%	3%	CSc1ccc(C2CC(=O)Nc3c2c(=O)n(C)c(=O)n3C)cc1 (stereo unspecified)
2%	4%	8%	Cc1cc(C(=O)O)c(CSc2ncn[nH]2)o1

More structures follow:
FEN1 inh	N370S GC	TDP1 inh	structure
-14%	3%	13%	O=[N+]([O-])c1cc(/C=N/OCc2c(Cl)cccc2Cl)ccc1N1CCOCC1
11%	5%	-3%	CC12CCC(C(=O)NCc3ccc(Cl)cc3)(OC1=O)C2(C)C (stereo unspecified)
-1%	0%	0%	Cc1ccc(CSc2nnc(C)c(=O)n2N)cc1
?	2%	1%	O=C(Nc1ccc(O)c(-c2nc3ccccc3o2)c1)C1(c2ccc(Br)cc2)CCCC1
-1%	/	-3%	COc1ccc(N2CCN(C(CNC(=O)c3ccc(OC)c(OC)c3)c3cccnc3)CC2)cc1 (stereo unspecified)
-2%	/	4%	COc1ccc(NC(=O)NCCc2c(C)nn(C)c2C)c(OC)c1
-15%	5%	3%	CCOC(=O)CC1C(=O)NCCN1C(=O)NC1CCCCC1 (stereo unspecified)
5%	-5%	-2%	Cc1ccc(S(=O)(=O)N2CCCOC2CNC(=O)C(=O)NCc2ccccn2)cc1 (stereo unspecified)
/	-1%	6%	CC1(C)C(=O)C=C[C@]2(C)C1CC(=O)[C@]1(C)C2CC[C@@]2(C)C(c3ccoc3)OC(=O)C3O[C@@]321 (stereo partly specified)
-3%	4%	6%	CCOC(=O)c1c(NS(C)(=O)=O)sc2c1CCC(C)C2 (stereo unspecified)
13%	/	-1%	CCOC(=O)C1=C(CS(=O)(=O)c2ccc(F)cc2)NC(=O)NC1c1ccc(OCC)c(OC)c1 (stereo unspecified)
-9%	/	8%	Cc1c(C(=O)N2CCOCC2)oc2c1-c1nn(CC(=O)NCc3cccc(Cl)c3)cc1CC2
/	19%	3%	Nc1c2c(nc3c1CCC3)CCCC2
0%	3%	/	Cc1ccc(-n2ncc3c(=O)n(CC(=O)N(C(C)C)C(C)C)cnc32)cc1
1%	-3%	?	NCC(O)c1ccc(O)c(O)c1 (stereo unspecified)
-9%	-7%	2%	O=C(Nc1ccccc1N1CCOCC1)c1ccc2c(c1)OCCO2
-1%	-7%	/	CN(c1ccc(OCC(=O)OCc2nnc(-c3ccccc3)o2)cc1)S(=O)(=O)c1ccc(Cl)cc1
2%	1%	-5%	C/C(=N\NC(=O)CCc1ccccc1)c1ccc(Br)cc1
-5%	-20%	2%	CCN(CC)C(=O)CSc1nc2cc(S(=O)(=O)N3CCOCC3)ccc2n1CC
-4%	3%	4%	CCn1c(=N)c(S(=O)(=O)c2ccc(F)cc2)cc2c(=O)n3ccccc3nc21

17 consecutive records already listed:
FEN1 inh	N370S GC	TDP1 inh	structure
?	2%	1%	O=C(Nc1ccc(O)c(-c2nc3ccccc3o2)c1)C1(c2ccc(Br)cc2)CCCC1
-1%	/	-3%	COc1ccc(N2CCN(C(CNC(=O)c3ccc(OC)c(OC)c3)c3cccnc3)CC2)cc1 (stereo unspecified)
-2%	/	4%	COc1ccc(NC(=O)NCCc2c(C)nn(C)c2C)c(OC)c1
-15%	5%	3%	CCOC(=O)CC1C(=O)NCCN1C(=O)NC1CCCCC1 (stereo unspecified)
5%	-5%	-2%	Cc1ccc(S(=O)(=O)N2CCCOC2CNC(=O)C(=O)NCc2ccccn2)cc1 (stereo unspecified)
/	-1%	6%	CC1(C)C(=O)C=C[C@]2(C)C1CC(=O)[C@]1(C)C2CC[C@@]2(C)C(c3ccoc3)OC(=O)C3O[C@@]321 (stereo partly specified)
-3%	4%	6%	CCOC(=O)c1c(NS(C)(=O)=O)sc2c1CCC(C)C2 (stereo unspecified)
13%	/	-1%	CCOC(=O)C1=C(CS(=O)(=O)c2ccc(F)cc2)NC(=O)NC1c1ccc(OCC)c(OC)c1 (stereo unspecified)
-9%	/	8%	Cc1c(C(=O)N2CCOCC2)oc2c1-c1nn(CC(=O)NCc3cccc(Cl)c3)cc1CC2
/	19%	3%	Nc1c2c(nc3c1CCC3)CCCC2
0%	3%	/	Cc1ccc(-n2ncc3c(=O)n(CC(=O)N(C(C)C)C(C)C)cnc32)cc1
1%	-3%	?	NCC(O)c1ccc(O)c(O)c1 (stereo unspecified)
-9%	-7%	2%	O=C(Nc1ccccc1N1CCOCC1)c1ccc2c(c1)OCCO2
-1%	-7%	/	CN(c1ccc(OCC(=O)OCc2nnc(-c3ccccc3)o2)cc1)S(=O)(=O)c1ccc(Cl)cc1
2%	1%	-5%	C/C(=N\NC(=O)CCc1ccccc1)c1ccc(Br)cc1
-5%	-20%	2%	CCN(CC)C(=O)CSc1nc2cc(S(=O)(=O)N3CCOCC3)ccc2n1CC
-4%	3%	4%	CCn1c(=N)c(S(=O)(=O)c2ccc(F)cc2)cc2c(=O)n3ccccc3nc21

(further entries)
FEN1 inh	N370S GC	TDP1 inh	structure
-13%	-13%	-1%	COc1cccc(CN(C)C(=O)CNC(=O)c2sc3ccccc3c2Cl)c1OC
-10%	/	1%	C=CC[C@@H](CC(=O)N[C@H](CO)Cc1ccccc1)C(=O)N[C@@H](COC(=O)[C@@H](CC=C)Cc1ccc(F)cc1)Cc1ccccc1
0%	10%	8%	COc1ccc(NC2CCCN(C(=O)CCc3ccncc3)C2)cc1OC (stereo unspecified)
16%	3%	-9%	CN1CCN(C(=O)c2cnn3c2NC(c2ccccc2)CC3C(F)(F)F)CC1 (stereo unspecified)
-2%	/	8%	Cc1noc(Cn2c(=O)c3ccccc3n(CC(=O)Nc3ccc(C(C)C)cc3)c2=O)n1
-8%	13%	0%	COC(=O)CSc1nc(N2CCCCC2)c2c(c1C#N)CCCC2
7%	-6%	/	CC(C)(C)C(=O)NC1CC2CCCC(C1)N2C(=O)Nc1ccc(Cl)cc1 (stereo unspecified)
-5%	5%	-6%[56.1 µM]	O=C(CN1C(=O)NC2(CCCCCC2)C1=O)N1CCC(Cc2ccccc2)CC1
19%	4%	/	Cc1ccc(C)c(NC(=O)c2cc([N+](=O)[O-])cc([N+](=O)[O-])c2)c1
6%	-5%	-1%	CC(=O)Nc1sc2c(c1C(N)=O)CCCC2
2%	/	5%	Cc1ccc(C(=O)c2cn(Cc3ccccc3)c3c(F)cc(F)cc3c2=O)cc1
-6%	-11%	2%	COc1ccc(S(=O)(=O)N2CC(O)CC2C(=O)OCc2nc3sc(C)c(C)c3c(=O)[nH]2)cc1 (stereo unspecified)
0%	3%	3%	CC(C)CCNC(=O)c1ccc2nc[nH]c2c1
-30%	16%	/	COc1ccc(C(=O)NCc2ccc3c(c2)cc(C)n3C)cc1
10%	/	4%	Cc1cccc(N2CCN(C(=O)CN3C(=O)COc4ccc(S(=O)(=O)N5CCCC5)cc43)CC2C)c1 (stereo unspecified)
-18%	20%	1%	O=C(CSCc1c(Cl)cccc1Cl)Nc1ccc2c(c1)OCO2
7%	3%[2.35 µM]	2%	O=C(O)C1CC(=O)N(Cc2cccnc2)C1 (stereo unspecified)
